Source: PubChem
ASAP1 inh = inhibitors of human ASAP1 ArfGAP activity, primary screen, biochemical, fluorescence polarization | Arf-GAP with SH3 domain, ANK repeat and PH domain-containing protein 1 (Homo sapiens), … | ASAP1-stimulated ARF1 GTP hydrolysis, GDP FP detection | inhibition, % at 16.5 µM | 360,000 compounds, 0.19% hits; in the data active means inhibition above about 25%;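 further: 0% = vehicle with enzyme and substrate and 100% = no enzyme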
Target sequence (Q9ULH1 325-724 limits assumed): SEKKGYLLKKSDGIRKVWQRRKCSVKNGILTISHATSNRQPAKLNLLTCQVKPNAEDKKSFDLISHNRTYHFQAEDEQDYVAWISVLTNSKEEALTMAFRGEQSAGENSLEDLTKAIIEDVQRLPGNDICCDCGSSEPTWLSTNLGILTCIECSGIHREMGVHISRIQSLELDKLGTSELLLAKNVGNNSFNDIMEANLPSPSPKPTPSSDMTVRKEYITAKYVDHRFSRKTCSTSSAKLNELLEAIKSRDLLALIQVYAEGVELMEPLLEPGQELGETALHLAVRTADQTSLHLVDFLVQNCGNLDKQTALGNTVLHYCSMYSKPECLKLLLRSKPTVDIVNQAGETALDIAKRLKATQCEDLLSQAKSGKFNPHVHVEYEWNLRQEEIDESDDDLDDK
UHRF1 MBD2 ctr = UHRF1 methylated DNA binding inhibitors, primary screen, counter-screen for MBD2 inhibitor project, biochemical, TR-FRET, human UHRF1, single concentration | 370,000 compounds, 0.75% hits | inhibition, % at 4.4 µM | UHRF1 binding to methylated oligo | AID 687016, 2013; in the data active means inhibition above about 21%;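 further: UHRF1 SRA domain binding a hemimethylated CpG hairpin DNA probe; 0% = median of test compound wells and 100% = reference inhibitor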
ADAM17 inh = ADAM17 inhibitors, primary screen, biochemical, QFRET; recombinant ADAM17, EDANS/DABCYL FRET peptide cleavage; 370,000 compounds, 0.83% hits; inhibition, % at 6.95 µM;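 active means inhibition above the mean of compounds lying between control limits plus 3 SD, set per campaign, cut at about 8.5% in these data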;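 further: 0% = DMSO-only wells as the low control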
MBD2 inh = inhibitors of MBD2 binding to methylated DNA, primary screen, biochemical, TR-FRET, DNA-binding domain, human. 370,000 compounds, 0.31% hits. MBD2 binding to methylated oligonucleotide. inhibition, % at 4.4 µM. Methyl-CpG-binding domain protein 2 (Homo sapiens), Q9UBB5; in the data active means inhibition above about 13%
Target sequence (Q9UBB5 whole entry, looked up, the tested form may be a part): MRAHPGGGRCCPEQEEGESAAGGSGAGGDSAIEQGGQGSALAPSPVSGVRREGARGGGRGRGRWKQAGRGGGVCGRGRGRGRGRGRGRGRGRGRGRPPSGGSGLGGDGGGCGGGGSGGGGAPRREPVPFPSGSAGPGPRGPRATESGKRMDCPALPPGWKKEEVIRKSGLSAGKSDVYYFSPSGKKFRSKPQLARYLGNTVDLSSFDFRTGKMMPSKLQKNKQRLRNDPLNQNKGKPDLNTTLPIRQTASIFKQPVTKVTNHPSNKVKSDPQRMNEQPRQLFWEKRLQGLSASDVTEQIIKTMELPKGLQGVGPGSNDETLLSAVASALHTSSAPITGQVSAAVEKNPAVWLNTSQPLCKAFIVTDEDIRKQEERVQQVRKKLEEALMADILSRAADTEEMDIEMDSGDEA
PLC-gamma1 inh = PLC-gamma1 enzyme inhibitors, primary screen, biochemical, fluorescence, purified enzyme | 1-phosphatidylinositol 4,5-bisphosphate phosphodiesterase gamma-1 (Homo sapiens), P19174 | fluorogenic substrate | inhibition, % at 12.2 µM | 370,000 compounds, 0.84% hits | AID 720700, 2013; in the data active means inhibition above about 9.5%
Tn7 DDE FP = inhibitors of Tn7 peptide binding to fibrin DD(E), primary screen, biochemical, fluorescence polarization, human fibrin, Tn7 probe; AID 720508, 2013; FP displacement of FITC-Tn7 peptide from fibrin DD(E); 0% = median of compound wells per plate; 370,000 compounds, 0.13% hits; inhibition, % at 8.3 µM; Fibrinogen beta chain (Homo sapiens), P02675;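 active means inhibition above the mean of compounds falling within the control limits plus 3 SD of them, cut at about 14% in these data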;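 further: 0% = plate median of compound wells and 100% = 10 µM Aha-Tn7 peptide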
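Also added: labelled Tn7 tracer, 0.1 µM; Assay system: human fibrin DD(E) protein; Amount: 2 µM fibrin DD(E); Schedule: 10 min compound pre-incubation, 3 h probe incubation at room temperature; Repeats: one replicate per compound; Read-out basis: percent inhibition; Measured by: fluorescence polarization of the labelled Tn7 tracer.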
Tn6 DDE FP = inhibitors of Tn6 peptide binding to fibrin DD(E), primary screen, biochemical, fluorescence polarization, human fibrin, Tn6 probe. Fibrinogen beta chain (Homo sapiens), P02675. Fibrin DD(E) TRITC-Tn6 fluorescence polarization displacement. inhibition, % at 8.3 µM. 370,000 compounds, 0.21% hits;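 active means inhibition above a per-campaign cutoff: mean of compounds within control limits plus 3 SD, cut at about 15% in these data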;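 further: 0% = median of all compound wells on the plate and 100% = blocking peptide control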
PLC-beta3 inh = human PLC-beta3 inhibitors, primary screen, biochemical, fluorescence; Purified PLC-beta3, fluorogenic substrate; inhibition, % at 12.2 µM; 370,000 compounds, 0.18% hits; AID 720704, 2013; in the data active means inhibition above about 11%;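 further: 0% = median of compound wells on plate and 100% = full blocker control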
proKLK7 act = proKLK7 zymogen activators, primary screen, biochemical, fluorescence intensity; Kallikrein-7 (Homo sapiens), P49862; purified proKLK7, EDANS-DABCYL substrate fluorescence; 100% is mature enzyme control, 0% vehicle; activation, % at 7 µM; 370,000 compounds, 0.9% hits; AID 652039, 2013;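 active means activation above the mean of all tested compounds plus 3 SD, computed per campaign excluding outliers beyond control limits, cut at about 13% in these data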
Target sequence (P49862 whole entry, looked up): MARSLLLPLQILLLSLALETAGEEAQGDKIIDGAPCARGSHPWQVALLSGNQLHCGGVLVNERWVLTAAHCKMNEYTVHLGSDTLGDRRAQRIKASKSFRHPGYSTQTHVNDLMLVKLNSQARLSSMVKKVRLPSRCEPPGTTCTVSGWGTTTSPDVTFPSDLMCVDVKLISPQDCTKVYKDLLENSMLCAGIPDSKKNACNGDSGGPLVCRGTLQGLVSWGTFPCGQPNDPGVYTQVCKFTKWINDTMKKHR
ARFGAP1 inhibitor = inhibitors of rat ARFGAP1 GAP activity, primary screen, biochemical, fluorescence polarization, GDP tracer; Arfgap1-stimulated ARF1 GTP hydrolysis, GDP FP detection; 360,000 compounds, 0.26% hits; AID 651572, 2012; inhibition, % at 16.5 µM; ADP-ribosylation factor GTPase-activating protein 1 (Rattus norvegicus), Q62848;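 active means inhibition above a per-plate limit, mean inhibition of low control wells plus 3 SD, cut at about 25% in these data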;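 further: 0% = DMSO wells with enzyme and 100% = wells lacking Arfgap1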
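Material: rat Arfgap1 GAP domain (His6, aa 1-136), purified enzyme. Also added: human ARF1(Δ1-17)-GTP substrate. Compound dosing: 16.5 µM single point, 1.26% DMSO. Timing: enzyme reaction 120 min at 25 °C after 20 min preincubation. Signal: GDP detection by fluorescence polarization. Read-out basis: percent inhibition of GAP-stimulated GDP formation, scaled between DMSO and no-Arfgap1 medians.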
* marks the source's active call; other numbers are inactive results; i = inactive; . = no result given. Compounds were not picked by outcome; any-hit rate near 4.1%.

SMILES	ASAP1 inh	UHRF1 MBD2 ctr	ADAM17 inh	MBD2 inh	PLC-gamma1 inh	Tn7 DDE FP	Tn6 DDE FP	PLC-beta3 inh	proKLK7 act	ARFGAP1 inhibitor
CS(=O)(=O)c1ccc(Cl)c(NC(=O)COC(=O)CNC(=O)c2ccccc2)c1	-8	4	3	0	7	-2	5	0	0.4	2
COc1ccccc1C(=O)N1CCN(Cc2cn[nH]c2-c2ccc(F)cc2F)CC1	-2	0	-1	0	-2	7	11	-1	0.9	-5
COc1ccc(C(=O)COc2ccccc2C(=O)Nc2ccccc2)cc1	7	1	-1	3	0	-7	4	-5	0.4	-7
O=C(CCC(=O)N1CCN(C2CCCC2)CC1)Nc1nnc(C(F)(F)F)s1	-4	-1	-1	0	-2	-3	6	1	0.1	0
CN(C)C(CNC(=S)Nc1cccc(Cl)c1)c1ccccc1 (stereo unspecified)	5	-1	-3	4	0	4	-2	-3	-0.6	-3
O=C1CC(C(F)(F)F)=NN1	4	-1	1	-1	0	-2	6	-5	-0.2	-2
NC(=O)C1CCN(C(=S)NCCc2ccccc2)CC1	5	4	-4	0	-3	2	-4	-7	0.4	1
Cc1cc(OCC(=O)NC(Cc2ccc(Cl)cc2)C(=O)O)c2c(C)cc(=O)oc2c1 (stereo unspecified)	6	1	-82	-2	-102	5	3	-129	4.0	5
CCCCN1CCc2c([nH]c3ccc(C)cc23)C1=O	16	-2	-3	-2	4	2	4	-2	0.4	3
COC(=O)c1cc(NC(=O)Cc2ccccc2[N+](=O)[O-])cc(C(=O)OC)c1	3	-8	0	2	2	-5	-3	3	0.8	4
Cc1ccc(NC(=O)NCCCc2ccccc2)cc1	1	4	3	0	5	-1	2	5	-0.9	-10
COc1cccc(CNC(=O)Cn2cccc2)c1	12	2	1	0	-8	-5	2	2	-0.2	-2
CCOc1ccccc1C(=O)NC1CC2CCCC(C1)N2Cc1nnnn1Cc1ccco1 (stereo unspecified)	4	0	-1	0	1	-3	-5	-1	0.9	-6
COC(=O)C1CSc2[nH]c(=O)sc2C1c1ccc(OC)c(OC)c1 (stereo unspecified)	-5	-2	-6	8	-2	-2	-3	-3	-0.4	-2
COC(=O)/C=C1\N/C(=N\c2nc(C)cc(C)n2)N(c2ccc(Cl)cc2)C1=O	-18	-2	1	-5	-1	-4	4	-3	0.4	-5
O=c1c(C=NCc2cccnc2)c(C(F)(F)F)[nH]n1-c1nc2ccccc2s1	3	5	-5	7	0	0	-4	-8	-0.6	21
Cc1cc(C(=O)Cn2cncn2)c(C)n1CCc1ccc(F)cc1	6	-2	-4	-2	0	2	2	-4	-0.5	12
Cc1ccc(C)c(C(=O)N2CCC(n3nccc3NC(=O)C3CC3)CC2)c1	-5	-5	-1	2	-3	2	-3	-6	0.0	5
CCOC(=O)CN(C(=O)CNC(=O)c1cccs1)C(C(=O)NC1CCCC1)c1ccncc1 (stereo unspecified)	-3	1	-1	3	-2	-4	-5	1	0.4	-7
COCC(=O)NCCc1nc2ccccc2[nH]1	-6	0	1	-1	-2	0	1	0	-0.2	7
CCOc1ccccc1N1CCN(CC(=O)Nc2nnc(CC)s2)CC1	-3	0	-2	2	-1	0	-3	3	-0.8	-13
COCCCNC(=O)c1ccccc1Oc1ccccc1	-1	-2	-2	0	-1	3	-8	2	0.3	-7
CC1=CCC2C(=O)N(c3ccc4ccccc4n3)C(=O)C2C1 (stereo unspecified)	-19	-2	-8	-2	-5	4	-2	-7	-0.3	-7
CC(=O)Nc1c(-c2ccc(C)cc2)nc2ncccn12	.	1	-306	1	i	-3	1	i	10	.
COC(=O)c1cc(OC)c(OC)cc1-n1cnc2cc(OC)c(OC)cc2c1=O	11	3	0	2	-1	-14	0	0	0.1	6

Following part.
SMILES	ASAP1 inh	UHRF1 MBD2 ctr	ADAM17 inh	MBD2 inh	PLC-gamma1 inh	Tn7 DDE FP	Tn6 DDE FP	PLC-beta3 inh	proKLK7 act	ARFGAP1 inhibitor
COc1ccc(OC)c(C2Nc3nc4ccccc4n3C(C)=C2C(=O)Nc2ccc(C)cc2C)c1 (stereo unspecified)	10	-3	-4	2	-5	4	0	-4	-0.2	-15
Cc1nn(C)c(C)c1NC(=O)COc1ccc(Cl)cc1	0	0	-1	3	2	3	-8	-2	0.0	-1
CCOC(=O)c1ccc(Nc2ccc(C(C)=O)cc2)cc1	8	-2	-25	-3	-256	-6	-3	-326	-0.7	6
COc1cccc(NC(=O)CN(C)C(=O)/C=C/c2cn(-c3ccccc3)nc2-c2ccc(C)cc2)c1	0	-1	8	2	-4	-1	-12	-8	-5.2	4
NC(=S)N/N=C/c1ccc2c(c1)OCCO2	4	-4	1	-7	7	-6	-2	3	-0.4	8
Cn1c(=O)c(=O)n(C)c2cc(S(=O)(=O)NCc3ccc(Cl)cc3)ccc21	6	5	-11	4	-10	4	-5	-19	0.9	10
CN(C(=O)c1cccc(NC(=O)Cc2ccc(NC(=O)C3CCCN(C(=O)C4CCC4)C3)cc2)c1)C1CCC1 (stereo unspecified)	13	1	-4	6	0	-1	5	0	0.5	-2
CCc1cccc(NC(=O)COC(=O)/C=C/c2cccs2)c1	7	-1	4	-1	-1	-1	-2	-3	0.3	4
CCc1cc(C(=O)N2CCN(c3ccccc3OC)CC2)sc1C	2	-2	-2	-3	1	0	2	-7	0.4	-4
O=C(NCC(c1ccco1)N1CCOCC1)c1ccc(F)cc1 (stereo unspecified)	-7	-3	-5	-4	3	-7	2	-1	-0.3	-4
CCOC(=O)Cc1c(C)c2c(C)[nH]nc2oc1=O	-5	-1	-6	-6	-8	-4	2	-8	0.1	2
O=c1cc(Cl)[nH]c(=O)n1Cc1ccccc1	-2	-1	1	-1	0	-4	2	-6	-0.1	7
Cc1cc(=O)n(C)c(=O)n1CCCCCCN1CCCC1	-2	-1	-1	-5	2	1	-1	2	0.1	7
CCC(C)NC(=O)c1cn(CC)c2ccc(S(=O)(=O)N3CCCCCC3)cc2c1=O (stereo unspecified)	2	0	-5	2	1	-8	4	-7	-0.5	-2
CSCCC(NC(=O)COc1ccccc1)C(=O)N1CCCC(C)C1 (stereo unspecified)	4	0	-1	1	3	-4	-2	-6	-0.1	18
Cc1cc(C)c2nc(N3CCCC(C(=O)N4CCN(c5ncccn5)CC4)C3)sc2c1 (stereo unspecified)	-5	3	-1	-2	4	0	-1	3	-0.3	1
Cc1ccc(S(=O)(=O)N2CCC(C(=O)N[C@@H](C)C(=O)NCc3ccccc3)CC2)cc1	-4	5	-5	4	-3	9	-1	-3	-0.2	-4
C=CCNCc1cc(=O)n2c(-c3ccccc3)csc2n1	4	1	-6	2	-4	2	-10	-12	-1.2	4
C[C@H](CO)N1C[C@H](C)[C@@H](CN(C)S(C)(=O)=O)Oc2ccc(NS(=O)(=O)c3cn(C)cn3)cc2C1=O	-5	-1	-2	1	-1	2	-2	3	-0.5	6
CCc1cc2c(=O)c(-c3nc4ccccc4n3C)c(C)oc2c(CN2CCCCC2)c1O	6	1	-96	-1	-194	3	-5	-282	8.9	4
C[C@H](NC(=O)[C@@H]1Cc2ccccc2CN1C(=O)OC(C)(C)C)C(=O)NC1CCCC1	10	-3	-4	-6	3	-3	2	-6	-0.6	-5
CCNC(=O)N1CCC(n2nccc2NC(=O)CCCc2ccccc2)CC1	-10	1	1	3	0	1	1	-8	-0.1	4
O=C(NCc1ccc2c(c1)OCO2)C1CC(c2ccc(Cl)c(Cl)c2)=NO1 (stereo unspecified)	3	2	0	3	-1	8	2	-4	-0.2	-6
COc1ccccc1C(=O)NC(CCSC)C(=O)NNC(=O)c1ccc(F)cc1 (stereo unspecified)	-1	0	-2	-3	-3	-3	9	0	0.0	-9
Cc1nnsc1C(=O)N/N=C/c1c(F)cccc1Cl	2	1	0	-6	3	0	-5	-3	0.4	-8

A second format for some results above:
Structure | ASAP1 inh | UHRF1 MBD2 ctr | ADAM17 inh | MBD2 inh | PLC-gamma1 inh | Tn7 DDE FP | Tn6 DDE FP | PLC-beta3 inh | proKLK7 act | ARFGAP1 inhibitor
CN(C(=O)c1cccc(NC(=O)Cc2ccc(NC(=O)C3CCCN(C(=O)C4CCC4)C3)cc2)c1)C1CCC1 (stereo unspecified) | 13 | 1 | -4 | 6 | 0 | -1 | 5 | 0 | 0.5 | -2
C[C@H](NC(=O)[C@@H]1Cc2ccccc2CN1C(=O)OC(C)(C)C)C(=O)NC1CCCC1 | 10 | -3 | -4 | -6 | 3 | -3 | 2 | -6 | -0.6 | -5

Other structures follow:
SMILES	ASAP1 inh	UHRF1 MBD2 ctr	ADAM17 inh	MBD2 inh	PLC-gamma1 inh	Tn7 DDE FP	Tn6 DDE FP	PLC-beta3 inh	proKLK7 act	ARFGAP1 inhibitor
O=S(=O)(c1ccc(F)cc1)N1CCN=C1SCc1cccnc1	2	-3	1	-2	2	-3	8	5	0.4	-7
Cc1ccc(S(=O)(=O)N2CCOCC2)cc1NC(=O)CNC1CCCC1	-6	-2	0	0	1	-2	-7	-3	0.3	2
COCCCNC(=O)C1CCN(S(=O)(=O)c2ccc3nc4c(c(C(=O)O)c3c2)CCCCC4)CC1	-13	1	-7	1	-1	-5	-4	-13	-0.2	7
COc1ccccc1NC(=O)Nc1nc(C(C)(C)C)cs1	13	0	4	2	6	-5	-4	-5	-0.2	23
Cc1cc[n+](CC(=O)c2ccc(NC(=O)c3ccccc3)cc2)c2ccccc12	-1	-3	-5	-6	-6	-2	6	-15	0.1	1
Cc1nc2c3ccccc3nc(SCC(=O)N3CC(C)CC(C)C3)n2n1 (stereo unspecified)	-6	1	-5	3	-5	5	2	0	0.2	5
Cc1cc(=O)[nH]c(SCc2cn3ccccc3n2)n1	-4	4	-6	4	-2	-8	-7	-11	0.2	17
COc1ccc(CN(C)C(=O)COC(=O)c2ccc3c(c2)OCO3)cc1OC	-16	0	-5	2	-1	3	10	1	0.1	1
CCC(=O)Nc1ccc(C(=O)NNC(=O)COc2cccc(C)c2)cc1	7	1	4	0	-2	6	-2	-1	0.3	9
Cc1cc(C(=O)N2CCN(c3ccc([N+](=O)[O-])cc3)CC2)n[nH]1	8	-5	-4	-6	1	-5	-2	0	0.3	-5
CC(C)(C)n1nnnc1C(c1cc2ccccc2o1)N1CCN(C(=O)OCc2ccccc2)CC1 (stereo unspecified)	0	1	4	8	1	-6	2	-1	0.0	1
